Xi reactivation: activators of X-chromosome reactivation in mouse fibroblasts. actives 0.055% (n = 360,000). AID 743238. activation, % at 7.58 µM. XiGFP mouse fibroblasts, % GFP-positive cells imaging, 3 d; cells co-treated with 5-aza-dC sensitizer; scaled so ellipticine positive control = 100%;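 active means mean normalized replicate activation at least 10% and every replicate at or above 10%; inconclusive means only one of the two criteria met; inactive means mean below 10% and not all replicates reach 10%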;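 further: 0% = median of on-plate neutral control wells and 100% = ellipticine 6 µM median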
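System: 68-5-11 XiGFP fibroblast line; Timing: 3 days compound exposure; Compound dosing: one concentration, pinned; Benchmarks: positive control ellipticine, 6 µM final; Buffer or medium: DMEM containing 5-aza-dC.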
ERAP1 inh: inhibitors of human ERAP1 aminopeptidase; recombinant ERAP1, Leu-AMC fluorescence, 60 min; inhibition, % at 10.7 µM; actives 0.15% (n = 340,000); AID 652197; Q9NZ08;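 active means mean replicate inhibition of at least 30%, or all replicates individually reaching that 30% level; inactive means mean below 30% and not every replicate reaching it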;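 further: 0% = neutral control wells and 100% = L-leucinethiol positive control wells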
Target sequence (Q9NZ08 whole entry, looked up): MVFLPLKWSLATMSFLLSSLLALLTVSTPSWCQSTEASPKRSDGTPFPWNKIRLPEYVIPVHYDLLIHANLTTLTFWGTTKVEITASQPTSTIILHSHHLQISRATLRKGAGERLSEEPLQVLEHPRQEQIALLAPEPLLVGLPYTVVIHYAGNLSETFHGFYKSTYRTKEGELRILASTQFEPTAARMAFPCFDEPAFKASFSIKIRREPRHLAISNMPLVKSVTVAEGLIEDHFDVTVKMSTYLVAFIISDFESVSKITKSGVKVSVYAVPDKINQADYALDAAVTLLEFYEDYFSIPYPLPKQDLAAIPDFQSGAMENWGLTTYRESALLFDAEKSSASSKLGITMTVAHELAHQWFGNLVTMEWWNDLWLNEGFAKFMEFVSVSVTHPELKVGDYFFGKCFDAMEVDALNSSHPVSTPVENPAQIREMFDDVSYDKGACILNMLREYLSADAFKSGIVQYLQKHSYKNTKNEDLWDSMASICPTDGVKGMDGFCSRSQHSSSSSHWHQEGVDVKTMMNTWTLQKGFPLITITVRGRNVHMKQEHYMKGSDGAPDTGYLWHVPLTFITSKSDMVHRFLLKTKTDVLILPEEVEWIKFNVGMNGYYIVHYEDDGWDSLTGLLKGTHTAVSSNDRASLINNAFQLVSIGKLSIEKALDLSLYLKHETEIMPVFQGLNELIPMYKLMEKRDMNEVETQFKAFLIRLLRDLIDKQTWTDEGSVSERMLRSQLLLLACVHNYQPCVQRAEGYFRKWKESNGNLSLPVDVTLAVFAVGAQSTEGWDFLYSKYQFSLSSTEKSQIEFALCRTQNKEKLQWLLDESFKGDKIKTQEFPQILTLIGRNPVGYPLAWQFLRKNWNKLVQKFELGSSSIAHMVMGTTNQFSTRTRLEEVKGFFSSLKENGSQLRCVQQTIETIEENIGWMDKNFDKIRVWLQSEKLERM
RAD52 anneal inh: blocks human RAD52 DNA annealing; inhibition, % at 18.7 µM; AID 651710; actives 0.46% (n = 360,000); recombinant RAD52 DNA annealing, FRET fluorescence;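 active means every replicate showing at least 50% inhibition; inconclusive means mean inhibition at least 50% but not in every replicate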
RAD54 branch: inhibitors of human RAD54 branch migration; Q92698; inhibition, % at 10.4 µM; actives 0.14% (n = 360,000); AID 602329; RAD54 Holliday junction branch migration, FAM/BHQ fluorescence;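 active means mean normalized replicate activity at least 40 and at least half of replicates scoring 40 or more; inconclusive means only one of the two criteria met; inactive means mean below 40 and under half of replicates reaching 40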;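 further: 0% = median of neutral control wells and 100% = median of positive control wells; inhibitors cause a drop in the FAM fluorescence signal; in these data hits start at about 50%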
esBAF inh: SWI/SNF esBAF complex inhibition. mouse ES cells, Bmi1-luciferase knock-in reporter, 24 h; 100% = twice the neutral-well signal. reporter increase, % at 12.5 µM. actives 2% (n = 350,000); in the data active means activation above about 40%; inconclusive means no clear call, values can overlap the other calls;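 further: 0% = median of the plate's neutral control wells and 100% = double that signal; a rise in the Bmi1 reporter signal indicates esBAF inhibition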
F508del corr: CFTR F508del correction in bronchial cells. CFBE cells, YFP halide quenching; stimulated with forskolin plus potentiator P3; % fluorescence drop versus neutral controls. activity (quench increase), % at 7.58 µM. actives 0.36% (n = 350,000). AID 720511;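 active means mean added fluorescence quench of at least 8% versus neutral control, with both replicates also reaching 8%; inconclusive means only one of the mean or replicate conditions met; inactive means mean below 8% and not both replicates reaching 8%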;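 further: cells transiently co-express mutant CFTR-F508del with the halide-sensitive YFP; corrector assay measuring rescue of mutant channel to the surface after 24 h compound exposure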
ARNT TACC3 PPI: disruptors of human ARNT/TACC3 interaction | Q9Y6A5 | AlphaScreen His-ARNT PAS-B/GST-TACC3 binding, luminescence; TACC3 fragment carries E629A point mutation | inhibition, % at 9.99 µM | actives 0.66% (n = 390,000) | AID 623870;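 active means mean inhibition of replicates at least 50% and at least half of replicates each reaching 50%; inconclusive means half or more replicates reach 50% but mean below 50%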;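 further: 0% = complete ARNT plus TACC3 wells and 100% = ARNT alone without TACC3; many hits fall short of the cut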
INS-1E GSIS act: GLuc luminescence reporter in INS-1E cells, primary screen for activators of glucose-dependent secretion of insulin; INS-1E GLuc reporter insulin secretion, 2-3 h; activation, % at 16.6 µM; AID 743287; actives 0.61% (n = 370,000);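 active means lowest replicate activation of at least 40%, so every replicate reaches that level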;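 further: 0% = median of neutral control wells and 100% = median of IBMX positive control wells; some compounds called inactive have numbers as strong as hits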
* hit, by the source's call; ? = inconclusive; . = not tested or not shown; & = joins results of further samples. Rows are unselected; about 3.3% have a hit in one of these screens.

SMILES	Xi reactivation	ERAP1 inh	RAD52 anneal inh	RAD54 branch	esBAF inh	F508del corr	ARNT TACC3 PPI	INS-1E GSIS act
C[C@@H]1CN([C@H](C)CO)C(=O)c2cccc(NC(=O)Nc3ccc4c(c3)OCO4)c2O[C@H]1CN(C)S(=O)(=O)c1cn(C)cn1	-0.1	4	5	-6	6	0.7	0	25
C[C@H]1CN([C@@H](C)CO)C(=O)c2cccc(NC(=O)Nc3ccc4c(c3)OCO4)c2O[C@H]1CN(C)S(C)(=O)=O	0.3	-2	7	7	5	-0.8	-3	24
CCOC(=O)C1CCN(Cc2nc3ccccc3c(=O)n2-c2ccc(OCC)cc2)CC1	.	.	.	6	3	.	2	8
Cc1cc(C)cc(OCC(=O)Nc2ccccc2C(=O)N2CCOCC2)c1	0.3	-1	2	5	-6	-1.1	-5	36
O=C(CCC(=O)N1CCOCC1)NCCc1ccc(F)cc1	0.2	0	-12	-1	0	-0.9	-5	-1
O=C(Nc1ccc2ccccc2c1)c1ccc2[nH]c(=O)c(=O)[nH]c2c1	0.3	6	-15	-6	2	1.9	29	14
COC(=O)c1ccc(OC(=O)c2ccccc2F)cc1	0.0	1	-4	.	.	-2.6	.	28
Cn1nc(-c2ccc(OCC(=O)Nc3cccnc3)cc2)c2ccccc2c1=O	.	.	.	2	11	.	-1	8
COc1ccc(NC(=O)Nc2ccc3c(c2)C(=O)N([C@H](C)CO)C[C@@H](C)[C@@H](CN(C)Cc2ccc(C(F)(F)F)cc2)OCCCC[C@@H](C)O3)cc1	0.0	-3	5	-13	-1	-2.9	-2	-11
O=C(NCC1COc2ccccc2O1)c1ccc(NC(=O)C2CCCO2)cc1 (stereo not given)	.	.	.	-7	?	.	1	1
O=C(COC(=O)C1CCCCC1)Nc1ccc(S(=O)(=O)N2CCOCC2)cc1	0.1	-4	-15	.	.	3.1	4	-16
N#Cc1ccccc1OCCCN1CCC(Cc2ccccc2)CC1	0.1	0	-9	-4	-4	-0.5	-4	-6
Cn1cccc1/C=N/NC(=O)c1ccncc1	0.1	7	-11	-1	.	-1.6	.	6
O=C(CN1C(=O)C(=O)N(Cc2ccccc2)C1=O)Nc1cc(Cl)cc(Cl)c1	0.0	.	-20	.	9	-0.2	-5	-36
CC(C)C#Cc1ccc2c(c1)O[C@H](CN(C)C(=O)CN(C)C)[C@H](C)CN([C@H](C)CO)S2(=O)=O	-0.5	4	6	3	-4	2.3	1	22
CN1CCN(C(=O)/C(=C/c2ccc([N+](=O)[O-])cc2)NC(=O)c2ccccc2)CC1	0.3	2	-17	0	-1	0.2	-2	22
COc1ccc(NC(=O)Cn2nc(C(=O)O)c3ccccc3c2=O)cc1Cl	-0.1	0	10	7	-4	-2.0	-4	4
CC(=O)Nc1ccc(S(=O)(=O)NCCC(=O)NNC(=O)c2ccccc2O)cc1	0.3	0	-5	4	3	-2.4	16	-18
CC(NC(=O)OC(C)(C)C)C(=O)NC(CCC(=O)OCc1ccccc1)C(N)=O (stereo not given)	0.0	-10	-15	.	.	5.1	18	1
O=[N+]([O-])CC(c1ccccc1)c1c[nH]c2ccccc12 (stereo not given)	-0.1	3	-15	0	3	2.2	.	-43

Brought forward from above: two compounds, then new ones.
SMILES	Xi reactivation	ERAP1 inh	RAD52 anneal inh	RAD54 branch	esBAF inh	F508del corr	ARNT TACC3 PPI	INS-1E GSIS act
CC(NC(=O)OC(C)(C)C)C(=O)NC(CCC(=O)OCc1ccccc1)C(N)=O (stereo not given)	0.0	-10	-15	.	.	5.1	18	1
O=[N+]([O-])CC(c1ccccc1)c1c[nH]c2ccccc12 (stereo not given)	-0.1	3	-15	0	3	2.2	.	-43
CC1CCCN(c2ccc(C(=O)Nc3ccc4c(c3)OCO4)cc2[N+](=O)[O-])C1 (stereo not given)	0.0	.	.	2	.	.	-1	-3
COc1ccc(CN(C)C[C@H]2Oc3ccc(NC(=O)CCC(F)(F)F)cc3CC(=O)N([C@@H](C)CO)C[C@@H]2C)cc1	0.0	.	13	-31	0	1.4	.	-6
O=C(Cc1ccccc1)N1CC(=O)N2[C@H](C1)[C@@H](c1ccc(C#Cc3ccccc3)cc1)[C@@H]2CO	0.0	3	-7	.	.	8.0*	.	-6
O=C(CCN1CCCCC1)NCC[C@@H]1CC[C@H](NC(=O)C2CCC2)[C@@H](CO)O1	-0.7	-1	-12	-1	-2	-2.8	-5	12
O=C1NCCN(Cc2ccc(-c3ccccc3)cc2)C1CC(=O)N1CCN(CCO)CC1 (stereo not given)	0.0	-4	-8	.	2	0.4	7	-7
COCC(=O)Nc1ccc2c(c1)C(=O)N(C)[C@H]1CC[C@H](CC(=O)Nc3ccccc3OC)O[C@@H]1CO2	.	3	2	0	-5	2.7	-3	.
O=c1c2c(-c3ccc([N+](=O)[O-])cc3)csc2nc2n1CCCCC2	0.1	3	-6	.	.	-0.3	5	-2
CCOC(=O)C1(Cc2ccccc2Cl)CCN(C(=O)CCn2ccnc2C)CC1	0.1	-2	-1	-2	14	-0.1	6	-2
C[C@H](CO)N1C[C@H](C)[C@H](CN(C)C(=O)NC2CCCC2)Oc2ncc(-c3ccc(F)cc3)cc2C1=O	-0.4	-2&6	12&6	2&8	0&-2	-3.0&-2.4	2&-1	10
CS(=O)(=O)Nc1ccc2c(c1)[C@@H]1C[C@H](CC(=O)NCc3ccccc3F)O[C@@H](CO)[C@@H]1O2	0.0	1	3	-12	3	-3.0	-6	-3
COc1ccc(C(=O)NCCN2CCOCC2)cc1S(=O)(=O)Nc1ccc(C)cc1	0.1	2	-17	-3	-8	-0.4	.	9
C[C@H]1CCCCO[C@H](CN(C)C(=O)Nc2cccc3ccccc23)[C@@H](C)CN([C@@H](C)CO)C(=O)c2cc(N(C)C)ccc2O1	0.0	-3	7	-5	2	2.5	2	2
O=C(NC(Cc1ccc(O)cc1)C(=O)N=Nc1c(O)[nH]c2ccccc12)c1ccccc1 (stereo not given)	1.1	-4	-9	.	.	6.2	1	2
CCC(C)(C)C1CCc2[nH]nc(C(=O)NCc3ccc(OC)cc3)c2C1 (stereo not given)	0.8	.	-3	8	-7	-0.3	-7	-1
CCCN1CCN(CC(=O)NCC(=O)Nc2cccc(C)c2C)CC1	-0.1	1	-11	8	-3	-1.3	1	8
Cc1ccc(-c2nc(CS(=O)CC(=O)NC(C)CCc3ccccc3)c(C)o2)cc1 (stereo not given)	0.0	-2	-6	-1	4	0.8	-1	-28
NC(=O)NC(=O)COC(=O)CNS(=O)(=O)c1ccc(F)c(F)c1F	0.2	-3	-15	-6	-3	-2.1	3	21
Cc1ccc(C(=O)C(C)OC(=O)c2ccc(Cl)nc2)cc1 (stereo not given)	0.0	9	-17	-1	.	-4.7	-6	-3
CC(=O)n1cc(N(C(=O)CCl)c2ccc(C)cc2)c2ccccc21	0.0	.	-9	3	.	-9.1	1	.
O=C(Nc1ccc(F)cc1)N[C@H]1C=C[C@@H](CC(=O)N2CCCCC2)O[C@@H]1CO	-0.5	0	1	-14	-4	2.2	.	-4
C=C(C)CN1C(=O)C(=O)N(CC(=C)C)C1=O	0.2	.	-2	.	.	-2.9	.	-4
CN1CCN(C2CCN(S(=O)(=O)c3ccc(C(C)(C)C)cc3)CC2)CC1	0.0	-3	-11	-1	-8	3.5	-8	-2
CSC1=NNC(c2ccc(C(C)(C)C)cc2)=NN1	0.0	-2	-12	0	?	-5.7	7	0
C[C@H]1CN([C@@H](C)CO)C(=O)Cc2cc(NS(=O)(=O)c3ccc(F)cc3)ccc2O[C@H]1CN(C)CC1CCCCC1	-0.1	5	-1	5	-15	-1.1	5	-18
Cc1cc(=O)[nH]c(SCc2cccc3cccnc23)n1	0.3	-4	-8	-3	5	-5.5	-5	15
COc1ccccc1NS(=O)(=O)c1ccc2oc(SCC(=O)N3CCNC3=O)nc2c1	0.0	0	-10	-10	12	1.8	8	-2
Cc1cc(-c2ccc(C)c(S(=O)(=O)NCC3CCN(Cc4ccc(F)cc4)CC3)c2)on1	0.1	-3	-4	-11	-9	-2.1	5	4
CC(NC(=O)CNC(=O)c1cccc(Cl)c1)c1ccccc1 (stereo not given)	0.0	-2	-13	.	-8	2.5	-5	-8
CC(NCC(=O)Nc1ccccc1C(=O)NC1CC1)c1ccco1 (stereo not given)	0.3	1	-14	7	.	-2.2	-2	0
Cc1c(NC(=O)/C(C#N)=C/c2ccc(-c3ccc(Cl)c(Cl)c3)o2)c(=O)n(-c2ccccc2)n1C	0.0	-4	-5	.	.	0.7	-3	-9
COc1ccc(NC(=O)N(C)C[C@H]2OCCCC[C@H](C)Oc3ccc(NS(=O)(=O)c4ccccc4)cc3C(=O)N([C@@H](C)CO)C[C@H]2C)cc1	0.2	0	30	.	.	1.6	.	1
CN(C)C(=O)C[C@@H]1C[C@@H]2c3cc(NC(=O)Nc4ccc(C(F)(F)F)cc4)ccc3O[C@@H]2[C@@H](CO)O1	-0.1	4	2	3	-2	3.8	2	-14
Cc1ccccc1C1=NC(C(F)(F)F)(C(F)(F)F)c2c(n(C)c(=O)n(C)c2=O)N1	-0.6	8	14	6	.	.	-1	9
NC(c1csc(NC(=O)Nc2ccccc2Cl)n1)C1CCCCC1 (stereo not given)	-0.2	-3	-16	14	0	2.2	.	-2
N/C(=N\N=C\c1ccc2c(c1)OCO2)c1nonc1N	-0.1	-6	-3	.	.	-2.5	11	2
CC(=O)NC[C@H]1[C@H](c2ccc(-c3cccnc3)cc2)[C@H](CO)N1C(=O)C1CCC1	0.0	.	.	2	2	-1.5	-4	16
N#CC1(NC(=O)COC(=O)CNC(=O)c2sc3ccccc3c2Cl)CCCCC1	0.1	2	-15	-1	-3	1.3	-1	-20
Cc1csc(N=Cc2ccc([N+](=O)[O-])o2)n1	0.0	-2	-5	.	.	0.0	.	-11
CC(NC(=O)CN1CCN(c2ccccc2F)CC1)c1ccccc1 (stereo not given)	-0.1	-1	-2	2	0	-1.8	-5	-17
CSCCC(N=C1NS(=O)(=O)c2ccccc21)C(=O)NCCc1ccccc1 (stereo not given)	0.1	-1	14	-6	.	3.8	-52	-13
COCC(=O)N(C)C[C@@H]1Oc2cc(-c3cccnc3)ccc2S(=O)(=O)N([C@H](C)CO)C[C@H]1C	-1.2	-2	0	2	-4	-0.9	-8	9
Cc1noc(C)c1S(=O)(=O)N(C)C[C@H]1OCCCC[C@H](C)Oc2ccc(NC(=O)Nc3cccc4ccccc34)cc2C(=O)N([C@H](C)CO)C[C@@H]1C	-0.4	2	-49	3	-1	1.0	-5	2
Cn1c2ccccc2c(=O)c2c(=O)n(Cc3ccco3)c(-c3ccc(F)cc3)nc21	-0.1	2	-11	-7	.	0.1	-10	-13
O=C(COC(=O)c1ccccc1SCC(=O)N1CCCC1)NCc1ccccc1	-0.2	0	-6	0	2	0.9	.	49
C=CCN(c1nc(C)cc(OC)n1)S(=O)(=O)c1ccccc1	0.0	-2	-5	-2	3	-1.9	-5	-21
COC(=O)C1SCC2C(=O)N(Cc3ccc(F)cc3)CC(=O)N21 (stereo not given)	0.0	0	-20	-17	.	-3.2	3	14
C=CCc1cccc2cc(C(=O)N3CCOCC3)c(=O)oc12	0.0	0	-4	-2	-6	0.3	-10	7
CC(=O)N1c2c(cc(Br)cc2S(=O)(=O)NCC2COc3ccccc3O2)CC1C (stereo not given)	.	.	.	6	-2	.	-1	-5
